FXIIa inh: factor XIIa (human) inhibition | 0.3% of 220,000 active | inhibition, % at 5 µM | purified FXIIa, Boc-QGR-AMC fluorogenic substrate, 2 h; in the data active = inhibition above about 40%;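 note: 0% = enzyme with no compound and 100% = blank without enzyme; many of its hits are not listed in these tables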
Wee1 degr inh: blocks degradation of human Wee1 kinase; P30291; HeLa Luc-Wee1K328M stability, luciferase luminescence; 100% = proteasome inhibitor MG132 effect; 1.2% of 220,000 active; reporter increase, % at 5 µM;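 active = activation above the mean of all tested compounds plus 3 SD, set per screening run, cut at about 8.8% in these data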;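 note: cells exposed to compound for 20 h before luminescence read; 0% = DMSO alone and 100% = MG132 at 30 µM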
Hck-Nef inh: blocks Nef-activated human Hck kinase. P08631. Recombinant Hck-YEEI plus Nef, Z-Lyte FRET kinase assay. inhibition, % at 20 µM. 0.68% of 220,000 active. AID 463187;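 active = Hck-Nef kinase inhibition above about 50%, limit read from the data; inactive = inhibition below that limit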;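 note: 0% = DMSO with Hck plus Nef and 100% = Hck alone without Nef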
Thrombin inh: thrombin (human) inhibition. 0.26% of 220,000 active. inhibition, % at 5 µM. P00734. alpha-thrombin, Boc-VPR-AMC fluorogenic substrate cleavage;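 active = inhibition at or above 40%; inactive = inhibition below 40%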;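 note: 0% = enzyme with no compound and 100% = wells without enzyme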
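System: human alpha-thrombin protein; Compound dosing: one concentration per compound, 5 µM, with 0.2% DMSO; Timing: reaction at room temperature; Technique: AMC fluorescence, 355/460 nm; Controls: enzyme without compound as high, wells lacking enzyme as low.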
14-3-3 Bad inh: disrupts binding of bovine 14-3-3 zeta to phospho-Bad peptide | P63103 | AID 781 | inhibition, % at 21.7 µM | 0.71% of 220,000 active | TR-FRET 14-3-3zeta/Dy647-pBad peptide displacement, 1 h;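 active = inhibition above about 70%, limit read from the data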;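 note: 0% = full 14-3-3 plus peptide FRET controls and 100% = background without 14-3-3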
KLK5 inh: kallikrein 5 (human) inhibition | 0.59% of 210,000 active | recombinant hK5, fluorogenic AMC substrate cleavage | inhibition, % at 5 µM;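 active = inhibition of 40% or more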;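 note: 0% = enzyme controls without compound and 100% = no-enzyme blanks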
Target sequence (Q9Y337 67-293 limits assumed): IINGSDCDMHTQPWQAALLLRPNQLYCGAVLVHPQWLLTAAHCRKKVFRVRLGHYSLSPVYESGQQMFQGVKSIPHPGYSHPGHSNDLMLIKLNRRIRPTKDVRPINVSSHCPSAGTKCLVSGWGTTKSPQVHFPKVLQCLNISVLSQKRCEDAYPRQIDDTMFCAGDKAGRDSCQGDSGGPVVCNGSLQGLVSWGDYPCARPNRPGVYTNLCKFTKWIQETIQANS
Runt-SMMHC FRET: Runt domain-CBFb-SMMHC interaction inhibition; 0.74% of 220,000 active; Cerulean-Runt/Venus-CBFb-SMMHC FRET ratio 530/480, 1 h; Q01196+Q13951; inhibition, % at 20 µM;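 active = mean inhibition across duplicate retests at 20 µM reaching about 50%, limit read from the data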;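 note: 0% = DMSO wells and 100% = wells with excess untagged CBFb-SMMHC; inhibitors lower the FRET ratio by blocking Runt binding to CBFb-SMMHC; some results filed as inactive read as strong as hits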
Target sequence (Q01196 whole entry, looked up, the tested form may be a part): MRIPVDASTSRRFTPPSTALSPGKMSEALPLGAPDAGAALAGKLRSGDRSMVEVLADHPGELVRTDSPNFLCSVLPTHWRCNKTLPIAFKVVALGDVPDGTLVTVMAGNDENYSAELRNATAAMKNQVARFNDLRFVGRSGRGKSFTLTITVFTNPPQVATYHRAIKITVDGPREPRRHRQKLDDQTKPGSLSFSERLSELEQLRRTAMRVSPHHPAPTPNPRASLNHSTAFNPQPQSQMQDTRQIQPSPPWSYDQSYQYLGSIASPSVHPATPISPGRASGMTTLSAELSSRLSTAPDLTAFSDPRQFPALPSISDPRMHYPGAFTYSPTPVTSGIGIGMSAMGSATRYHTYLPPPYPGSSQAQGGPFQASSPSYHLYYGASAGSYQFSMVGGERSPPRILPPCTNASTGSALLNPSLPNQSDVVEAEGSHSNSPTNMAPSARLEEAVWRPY
Target sequence (Q13951 whole entry, looked up, the tested form may be a part): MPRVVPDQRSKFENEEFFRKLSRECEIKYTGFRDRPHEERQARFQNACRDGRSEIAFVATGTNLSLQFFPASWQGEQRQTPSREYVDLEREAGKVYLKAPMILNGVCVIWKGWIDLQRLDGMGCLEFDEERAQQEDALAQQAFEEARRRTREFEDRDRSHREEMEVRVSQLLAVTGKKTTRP
Runt-CBFb FRET: inhibitors of human RUNX1 Runt domain binding to CBFb; Cerulean-Runt/Venus-CBFb FRET ratio 530/480, 1 h; inhibition, % at 20 µM; 0.46% of 220,000 active;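 active = inhibition over about 50% at 20 µM in the single-dose screen, limit read from the data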;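 note: 0% = DMSO wells and 100% = excess unlabeled CBFb competitor control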
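Schedule: protein complex preformed 1 h, compound exposure 1 h, room temperature, dark; test system: Cerulean-labeled Runt domain protein; amount: 100 nM per protein; buffer or medium: Tris 50 mM pH 7.5, KCl, K2SO4, 0.01% BSA; read-out: loss of energy transfer signal; detection: FRET fluorescence; controls: 5 µM unlabeled CBFb as full-inhibition high control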
FXIa inh 1536: factor XIa (human) inhibition; P03951; purified FXIa, Boc-Glu-Ala-Arg-AMC fluorogenic substrate; inhibition, % at 5 µM; 0.14% of 220,000 active;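 active = inhibition of at least 40%; inactive = inhibition below 40%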;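 note: fluorescence of freed AMC excited at 355 nm; 0% = enzyme without compound and 100% = no enzyme blank; many of its hits are not listed in these tables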
An asterisk follows results filed as active; . = not tested or not shown; [ ] = remark or other dose.

SMILES	FXIIa inh	Wee1 degr inh	Hck-Nef inh	Thrombin inh	14-3-3 Bad inh	KLK5 inh	Runt-SMMHC FRET	Runt-CBFb FRET	FXIa inh 1536
CC1CCOC2(O1)C(=O)Nc1ccccc12 (centres undefined)	67*	-5	5	22	6	41*	3	-1	31
CCN(CC)S(=O)(=O)c1cccc(-c2n[nH]c(=S)n2/N=C/c2ccc(Br)cc2)c1	12	0	10	3	-1[fluorescence artefact?]	-4	27	6	8
O=C(NC1CCCCCC1)c1cc(S(=O)(=O)N2CCCCC2)ccc1N1CCOCC1	12	-1	22	-6	-14	-1	-5	-2	-1
O=C1CSC(c2ccccc2)N1c1nnc(C23CC4CC(CC(C4)C2)C3)s1 (centres undefined)	21	1	7	5	-10	-9	3	1	9
NS(=O)(=O)c1cc(C(=O)OCC(=O)Nc2ccc(Cl)cc2[N+](=O)[O-])ccc1Cl	7	3	6	1	-8	1	1	0	0
O=C(c1ccccc1F)N1CCN(S(=O)(=O)c2ccc3c(c2)OCCO3)CC1	12	-1	2	-1	0	-8	2	1	5
Cc1cc(C)cc(NS(=O)(=O)c2cc(C(=O)NCc3ccccn3)ccc2Cl)c1	4	-2	4	-4	-9	-14	2	-1	-2
COc1ccc(CCNC(=O)COc2ncnc3ccccc23)cc1	3	-2	13	-13	-9	-9	0	-2	-6
O=C(OCc1nc2ccccc2s1)C1CCN(C2=NS(=O)(=O)c3ccccc32)CC1	4	3	3	5	-3[fluorescence artefact?]	26	1	0	6
O=C(O)c1cc(Cl)c2ccccc2c1O	3	-1	5	-6	58	1	-1	2	-8
CC(C)N1CCC2(CC1)C(C#N)=C(N)NC(S)=C2C#N	14	0	2	3	1[fluorescence artefact?]	-5	64*	29	8
Cc1nnc2sc(SCc3ccc(Cl)cc3)nn2c1=O	11	0	0	-6	3	2	2	0	4
CSc1cccc(NC(=O)Nc2ccc(Cl)cc2)c1	27	5	1	4	6	0	0	0	22
O=S(=O)(NC1CC1)c1ccc(S(=O)(=O)N2CCCC(c3nc(-c4cccnc4)no3)C2)cc1 (centres undefined)	12	1	1	0	9	0	-7	0	5
N#CC(c1ccc(O)cc1)c1ncc(C(F)(F)F)cc1Cl (centres undefined)	4	-2	-25	-11	9	0	0	3	-4
CCn1c(SCC(=O)Nc2ccc3c(c2)OCO3)nnc1-c1ccccc1O	3	2	-6	-6	4	4	-1	1	0
FC(F)(F)c1nc(Oc2ccccc2)c2ccccc2n1	-2	-1	-1	0	-1	-2	-5	1	3
COc1ccc(C(C(=O)Nc2ccc(C(C)C)cc2)N(C)C(=O)c2ccc(=O)[nH]c2)cc1 (centres undefined)	9	1	25	-11	-14	-9	-7	-3	-3
CN(C)C/C(Cl)=C(\Cl)c1ccccc1	16	-1	1	3	70	10	1	0	1
CCCCOc1ccc(NC(=O)Cn2c(=O)ccc3c(C)cc(C)nc32)cc1	1	0	-9	-4	10	-21	-4	-6	2
Nc1ncnc(Sc2ncccn2)c1[N+](=O)[O-]	-2	4	15	1	-12	-20	10	62*	-24
CC(C)OC(=O)c1ccc(COC(=O)c2cnccn2)cc1	3	3	3	-3	-5	-2	2	-3	-3
O=C(Nc1nnc(COc2ccc(Cl)cc2)s1)c1cccs1	5	3	0	2	6	-1	33	42	6
CC1=C(C(=O)c2ccccc2)C(c2ccc(N3CCOCC3)cc2)NC(=O)N1 (centres undefined)	5	-3	15	-1	-5	-4	-50	-18	-8
CC(C)(C)C(=O)O/N=C(\N)c1ccc([N+](=O)[O-])s1	11	0	6	-2	-2	-1	-1	1	3
CCOC(=O)N1CCN(C(=O)C2CCCN(S(=O)(=O)c3ccccc3)C2)CC1 (centres undefined)	24	-1	-15	37	-7	-21	-3	0	-12
CC(=O)Nc1ccc(S(=O)(=O)n2nc(-c3ccc(C)cc3)nc2N)cc1	16	-2	0	5	5	-6	-5	-1	0
CSc1nnc(C)c(=O)n1COC(=O)c1ccc(S(=O)(=O)N2CCOCC2)cc1	9	0	2	-6	3	9	-3	0	6
Cc1ccccc1CS(=O)(=O)c1snnc1C	4	-1	2	0	-2[fluorescence artefact?]	-4	2	.	-1
Cc1c(NC(=O)c2nn3c(C(F)(F)F)cc(-c4ccccc4)nc3c2Cl)c(=O)n(-c2ccccc2)n1C	19	-1	4	-3	32[fluorescence artefact?]	-7	-6	-5	23

4 compounds from above, sorted by their value in 14-3-3 Bad inh, lowest first:
compound | 14-3-3 Bad inh
CC(C)(C)C(=O)O/N=C(\N)c1ccc([N+](=O)[O-])s1 | -2
O=C(c1ccccc1F)N1CCN(S(=O)(=O)c2ccc3c(c2)OCCO3)CC1 | 0
CSc1nnc(C)c(=O)n1COC(=O)c1ccc(S(=O)(=O)N2CCOCC2)cc1 | 3
O=C(Nc1nnc(COc2ccc(Cl)cc2)s1)c1cccs1 | 6

Later entries.
SMILES	FXIIa inh	Wee1 degr inh	Hck-Nef inh	Thrombin inh	14-3-3 Bad inh	KLK5 inh	Runt-SMMHC FRET	Runt-CBFb FRET	FXIa inh 1536
CCCn1c(N)c(C(=O)CSc2nc3ccccc3s2)c(=O)[nH]c1=O	5	-1	2	-8	0	-2	1	-2	-7
CC(C)C[C@H](N)c1cn([C@@H](Cc2ccc(O)cc2)C(=O)N2CCNCC2)nn1	1	-1	9	-5	-1	-3	0	1	-3
C/C(=C1/C(=O)N(c2ccc([N+](=O)[O-])cc2)N=C1c1ccccc1)N(C)C	11	0	2	-1	-3	2	0	-2	-1
COc1ccc(NC(=O)C(CCSC)NC(N)=O)cc1NS(=O)(=O)c1ccc(F)cc1 (centres undefined)	5	-1	21	-3	-15	-1	-2	4	-7
COc1ccc(N=C(c2ccccc2)c2c(C)[nH]n(-c3ccccc3)c2=O)c(OC)c1	5	5	18	-5	0	-4	-23	-10	-2
Cc1cc(=O)[nH]c(SCCOc2ccc(OC(C)C)cc2)n1	19	-2	3	2	5	-9	-4	0	7
Cc1csc(N(C(=O)c2ccccc2F)c2ccccc2)n1	2	-1	20	0	-11	-1	0	1	-7
O=C(COC(=O)CSc1ccc2ccccc2c1)NCc1ccc2c(c1)OCO2	10	-2	0	2	-3	-9	-2	-3	6
CN(C)c1nc(N/N=C/c2ccccc2O)nc(Nc2ccc(F)cc2)n1	7	-1	2	-3	-10	.	3	-1	1
COc1cc2c3c(c1)/C(=C1/SC(=S)NC1=O)C(=O)N3C(C)(C)C=C2C	23	-1	6	3	-10[fluorescence artefact?]	2	2	1	18
CC(C)C(NC(=O)C(NC(=O)C1O[C@@H]2OC(C)(C)O[C@@H]2[C@H]2OC(C)(C)O[C@@H]12)C(C)C)C(=O)O (some centres undefined)	9	1	6	-2	-3	15	0	-2	-1
CCOC(=O)C1CCN(c2c(NCCN3CCCCC3C)c(=O)c2=O)CC1 (centres undefined)	17	-1	-1	-3	8[fluorescence artefact?]	0	1	0	4
O=c1c2c3c(sc2nc2n1CCC2)CCC3	0	0	-19	-4	-3	4	-2	0	-6
O=S(=O)(Nc1ccccn1)c1ccc(Cl)c2ccccc12	4	-3	20	-1	-20	0	0	2	-2
O=C(O)CCCNS(=O)(=O)c1ccccc1	6	-1	6	0	-9	-9	0	-1	3
Cc1ccccc1C(=O)N/N=C/c1ccccn1	13	1	1	-10	-14[fluorescence artefact?]	-18	5	1	-4
CCCn1c(N)c(C(=O)CSc2nc3ccccc3n2CCC#N)c(=O)n(C)c1=O	13	-1	0	-4	-2	-8	1	-1	-2
O=C(CN1CCOCC1)NNc1nc(-c2ccccc2)c2cc(Br)ccc2n1	3	3	-23	-2	0	-18	0	0	0
O=C(N/N=C/c1ccco1)c1ccccc1OCc1ccc(Br)cc1	11	0	0	-6	-14	-13	5	14	-1
COc1ccc(-c2nn(-c3ccccc3)cc2/C=C\C(=O)N2CCOCC2)cc1[N+](=O)[O-]	2	1	-13	-4	3	-5	-1	1	-1
CN1CCN(C(=O)c2ccc(N(Cc3ccc(Cl)cc3)S(C)(=O)=O)cc2)CC1	15	-2	2	2	-6	2	0	0	4
COc1ccc(CNc2ccc(S(N)(=O)=O)cc2)c(OC)c1OC	27	4	-3	0	1	-6	-12	0	17
CC(C)NS(=O)(=O)c1ccc(CCC(=O)O)cc1	-5	3	12	-15	-6	-5	0	-1	-1
Cc1[nH]c2ccccc2c1/C=N/NC(=O)c1cc(C(C)(C)C)[nH]n1	-1	-1	29	-8	-1	-2	0	3	-2
COc1ccc(NS(=O)(=O)c2cccs2)cn1	8	-4	22	-2	-3	-1	1	0	2
CCn1cc(C(=O)NCCCN2CCCC2)c(=O)c2cc(S(=O)(=O)N3CCc4ccccc4C3)ccc21	22	6	14	13	34	-3	1	0	-1
Cc1[nH]c2ccccc2c1/C=C/c1nc2ccccc2c(=O)n1-c1ccc([N+](=O)[O-])cc1	11	-2	7	-4	26[fluorescence artefact?]	-3	-128	-41	9
COc1ccc(N(CC(=O)NN=C2CCCC2)S(=O)(=O)c2ccccc2)cc1	-5	1	0	-4	-2	3	0	-2	-6
COc1ccccc1N1CCN(C(=O)c2ccc3c(Cl)c4c(nc3c2)CCCC4)CC1	4	-1	-9	-3	-2	-11	-5	-6	1
COc1cc(NC(=O)c2ccnnc2)cc(C(=O)Nc2cccc(C(F)(F)F)c2)c1	0	.	14	-7	2	-2	-1	1	-2

Whole records as entered above. Values in the order: FXIIa inh, Wee1 degr inh, Hck-Nef inh, Thrombin inh, 14-3-3 Bad inh, KLK5 inh, Runt-SMMHC FRET, Runt-CBFb FRET, FXIa inh 1536
`O=C(N/N=C/c1ccco1)c1ccccc1OCc1ccc(Br)cc1` reads 11, 0, 0, -6, -14, -13, 5, 14, -1
`COc1cc(NC(=O)c2ccnnc2)cc(C(=O)Nc2cccc(C(F)(F)F)c2)c1` reads 0, ., 14, -7, 2, -2, -1, 1, -2

Next part:
SMILES	FXIIa inh	Wee1 degr inh	Hck-Nef inh	Thrombin inh	14-3-3 Bad inh	KLK5 inh	Runt-SMMHC FRET	Runt-CBFb FRET	FXIa inh 1536
CCOC(=O)CN1CCc2c(C)nc3c(-c4ccc(OC)c(OC)c4)cnn3c21	21	-1	2	7	-6	-14	-1	-2	6
Cc1ccc(S(=O)(=O)NCC(=O)N(CC(=O)NC2CCCCC2)CC2CCCO2)cc1 (centres undefined)	16	2	2	2	4[fluorescence artefact?]	-26	3	-2	-3
CNC(=O)CSc1nnc(-c2ccncc2)n1Cc1ccccc1	8	-1	2	2	1[fluorescence artefact?]	9	1	-1	3
O=C(/C=C/NCc1cccnc1)C(F)(F)C(F)(F)F	3	2	15	-14	2	-6	0	-3	-12
Cc1cc2c(cc(C(=O)N3CCC(C(=O)N4CCCC4)CC3)n2Cc2c(F)cccc2Cl)o1	21	-3	-1	1	9	-7	-7	2	4
Cc1ccc(NC(=O)CN2C(=O)CNC2=O)cc1	8	-1	24	1	4	-1	2	2	-1
Oc1c(/C=N/c2ncn[nH]2)ccc2ccccc12	18	0	-1	0	24	-19	34	10	16
O=C1CCCN1c1ccc(Br)cc1	20	4	4	-4	-12[fluorescence artefact?]	-15	1	-2	1
CCOC(=O)N1CCC(Nc2cccc(SC)c2)CC1	-1	-1	2	-6	47	24	1	3	-6
CCN(CC(=O)Nc1ccc2c(c1)OCCO2)C(=O)C1CCCCC1	-3	0	-2	-3	-4	1	-2	-2	-4
O=C(c1cnn2c1NC(c1ccco1)CC2C(F)(F)F)N1CCN(c2cccc(Cl)c2)CC1 (centres undefined)	12	0	1	2	-10	-16	4	9	-2
CCCC(=O)Nc1nc2c(OC)ccc(OC)c2s1	12	1	1	0	6	5	-2	-1	4
